T cell HTS – T cell immune modulators affecting CD8 T cell-vesicle binding; 2C CD8+ T cell-vesicle binding, flow cytometry; hits give low values; calls only at 7 µM; actives 0.068% (n = 330,000);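 active means response, share of CD8 T cells binding vesicles, and their 90th percentile fluorescence all below set limits, cut at about 80% in these data, passing the limit was not always enough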
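Assay system – 2C mouse CD8+ T cells · Also added – QL9-loaded Drosophila micro-vesicles · Timing – Cell–vesicle co-incubation 1.5 h at 37 °C, staining 20 min on ice · Signal – flow cytometry of vesicle-bound cells · Measure – percent CD8+ FL2 mean versus row control · Controls – Peptide-free naked vesicles (low) and QL9 vesicles with 0.7% DMSO vehicle (high)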
NTR1 agonist – NTR1-driven beta-arrestin-GFP spot formation – imaging, U2OS cells, high content, primary screen (AID 493036); P30989; agonist mode; activation, % at 20 µM; actives 0.17% (n = 330,000);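 active means activation at or above 40% of the spot to cytoplasm intensity ratio, with at least 20 cells analyzed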;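 further: 0% = DMSO without peptide and 100% = 100 nM NTR1 peptide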
Target sequence (P30989 whole entry, looked up): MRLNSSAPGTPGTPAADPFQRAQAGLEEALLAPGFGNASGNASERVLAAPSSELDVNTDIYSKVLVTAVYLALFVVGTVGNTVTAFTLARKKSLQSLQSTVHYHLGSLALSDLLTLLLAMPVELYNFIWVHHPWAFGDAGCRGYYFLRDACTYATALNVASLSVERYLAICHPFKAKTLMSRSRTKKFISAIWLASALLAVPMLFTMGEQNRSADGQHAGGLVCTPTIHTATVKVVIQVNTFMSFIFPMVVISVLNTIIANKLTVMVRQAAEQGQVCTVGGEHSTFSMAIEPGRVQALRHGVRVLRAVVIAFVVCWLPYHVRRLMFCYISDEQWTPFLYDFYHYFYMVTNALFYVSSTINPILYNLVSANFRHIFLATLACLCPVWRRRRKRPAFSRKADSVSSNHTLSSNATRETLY
Myeloid diff MLP – compounds promoting myeloid differentiation | ER-HoxA9 myeloid progenitors, lysozyme-GFP differentiation, flow cytometry | actives 1% (n = 360,000) | calls only at 10 µM | AID 624256;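 active means normalized GFP-positive differentiation at or above the plate's own cutoff, the solvent-only control mean plus 3 SD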;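 further: cells exposed to compound for four days before flow analysis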
T cell HTS vesicle-bound % – recorded beside T cell HTS, whose call it bears; double positive events, %; measured here: CD8+ vesicle-bound cell fraction;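 binding gate set so that unloaded-vesicle control wells show 10% double positive cells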
NTR1 agonist cell count 20 µM – recorded beside NTR1 agonist, whose call it bears; cell count; measured here: cell count, cytotoxicity flag
Myeloid diff MLP GFP+ MAC1+ % – recorded beside Myeloid diff MLP, whose call it bears; GFP+ MAC1+ double positive, %; measured here: differentiation confirmed by MAC1 staining
The depositor's hits bear a star; i = inactive; + = active, no number. The list is partial. The share of hits here may be higher or lower than overall.

SMILES	T cell HTS	T cell HTS vesicle-bound %	NTR1 agonist	NTR1 agonist cell count 20 µM	Myeloid diff MLP	Myeloid diff MLP GFP+ MAC1+ %
O=C(OCc1c(-c2ccccc2)ncc2ccccc12)c1cccs1	i	47.2	10.8	43	i	3.2
C[C@H](CO)N1C[C@H](C)[C@@H](CN(C)C(=O)Nc2ccc(C(F)(F)F)cc2)Oc2ccc(NC(=O)Nc3ccc(C(F)(F)F)cc3)cc2C1=O	i	16.5	4.2	52	i	0.7
CC1CCc2sc(C(=O)NC3CCN(Cc4ccccc4)CC3)cc2C1 (stereo not drawn)	i	28.9	5.1	53	i	0.7
Cc1ccc(S(=O)(=O)N2CCN(C(=O)CCC(=O)NCc3cccc(C(F)(F)F)c3)CC2)cc1	i	32.1	-0.2	51	i	0.6
COc1cc(CNC(=O)c2cc3ccccc3oc2=O)cc(OC)c1OC	i	38.0	-0.7	55	i	0.7
CC(C)n1cnc2c(NCc3ccccc3)cc(OCC3CCN(C)CC3)cc21	i	11.1	-0.5	56	+	8.3*
O=C(CSc1nnc(-c2ccncc2)o1)Nc1cc(Cl)ccc1C(=O)O	i	54.0	3.1	51	i	0.5
Cc1csc(=O)n1CCC(=O)OCc1nnc(-c2ccccc2)o1	i	41.3	0.5	45	i	0.5
CC(=O)Oc1ccccc1C(=O)Oc1ccccc1C(=O)O	i	29.8	-0.3	67	i	1.7
Cc1ccc(S(=O)(=O)N2CCN(C(=O)CSc3n[nH]c(N)n3)CC2)c(C)c1	i	28.4	1.8	64	i	0.5
CN(C(=O)CN(C)S(=O)(=O)c1ccc(F)cc1)c1c(N)n(Cc2ccccc2)c(=O)[nH]c1=O	i	22.5	0.2	64	i	1.3
O=C(Cc1csc(NC(=O)Nc2cccc(Cl)c2)n1)NCc1cccnc1	i	56.5	0.0	57	i	0.6
O=C(OCC(=O)N1CCCCCC1)c1cccnc1Cl	i	36.5	-0.8	74	i	0.7
Nc1cccnc1S(=O)(=O)c1cccc(C(F)(F)F)c1	i	33.9	-1.0	47	i	0.3
Cc1ccc(C(=O)OCC(=O)c2ccc(S(=O)(=O)N3CCCCC3)cc2)o1	i	25.2	2.6	51	i	0.2
N#Cc1ccc(C(=O)NNC(=O)c2cccc(S(=O)(=O)N3CCOCC3)c2)cc1	i	47.5	-2.2	64	i	0.3
O=C(Cc1ccccc1)Nc1cccc(S(=O)(=O)N2CCCCCC2)c1	i	64.8	1.1	95	i	0.2
CC(CCc1ccccc1)NC(=O)CN1C(=O)NC2(CCCCC2C)C1=O (stereo not drawn)	i	30.4	-1.6	69	i	0.3
COc1c2ccoc2c(OC[C@@H](OC(C)=O)C(C)(C)O)c2oc(=O)ccc12	i	22.5	-1.1	51	i	0.9
COc1ccc(NC(=O)N(C)C[C@H]2Oc3ccc(NC(=O)C4CC4)cc3CC(=O)N([C@@H](C)CO)C[C@@H]2C)cc1	i	13.0	4.2	68	i	1.0
COc1ccc(CCNC(=O)C(=O)NCC2CCCN2S(=O)(=O)c2ccccc2)cc1 (stereo not drawn)	i	23.5	2.5	62	i	0.3
Cc1ccc(NC(=O)COc2ccccc2C(=O)NCc2ccccc2)cc1	i	28.4	-1.3	53	i	0.7
CCOc1ccc(C(=O)NNC(=O)CN2C(=O)NC3(CCCC3)C2=O)cc1	i	23.7	-1.0	70	i	0.5
Cc1ccc(S(=O)(=O)N2CCN(Cc3nnc(-c4c(-c5ccccc5)noc4C)o3)CC2)cc1	i	17.9	4.3	35	i	0.7
O=C(NCc1ccccc1)C1=C[C@H](c2ccc(Br)cc2)C[C@H](OCCCCO)O1	i	17.9	10.2	84	i	1.5
C=CC[C@@H](CC(=O)N[C@H](CO)Cc1ccccc1)C(=O)N[C@H](COC(=O)[C@@H](CC=C)Cc1ccc(F)cc1)Cc1c[nH]c2ccccc12	i	11.8	20.0	60	i	3.0
C[C@H](CO)N1C[C@H](C)[C@@H](CN(C)Cc2ccncc2)Oc2c(NC(=O)c3ccncc3)cccc2C1=O	i	7.3	3.2	56	i	0.7
N#Cc1ccc(CN2CCN(C(=O)c3cc(Cl)c4c(c3)OCCO4)CC2)cc1	i	21.0	0.5	89	i	0.7
CC(C)(C)OC(=O)NCc1ccc(CNC(=O)c2nc[nH]c2C(=O)N2CCN(C(=O)OC(C)(C)C)CC2)cc1	i	23.9	5.0	56	i	0.4
COc1ccc(OCCOc2ccc(/C=C3\C(=N)N4N=C(C)SC4=NC3=O)cc2)cc1	i	66.2	10.6	59	i	0.3
CC(OC(=O)CCN=C1NS(=O)(=O)c2ccccc21)C(=O)NCc1ccccc1 (stereo not drawn)	i	23.1	0.1	63	i	0.5
O=C(Nc1ccncc1)c1cccc(S(=O)(=O)N2CCN(c3ccc(F)cc3)CC2)c1	i	26.6	0.9	67	i	3.2
O=C(Nc1cc(S(=O)(=O)N2CCOCC2)ccc1OCC(F)(F)F)C1=COCCO1	i	29.9	0.6	63	i	1.5
COc1cc(/C=C/C(=O)O)cc(S(=O)(=O)Nc2ccc3cn[nH]c3c2)c1OC	i	31.5	5.0	54	i	1.3
COc1ccccc1NC(=O)COC(=O)c1ccc(N2CCCC2=O)cc1	i	44.8	0.3	56	i	0.3
COC(=O)c1ccc(NC(=O)CCN2C(=O)C3CC=CCC3C2=O)cc1 (stereo not drawn)	i	37.7	3.6	53	i	0.4
C/C=C/C1=CC(=O)C[C@H](c2ccc(F)cc2)C1	i	19.7	1.5	57	i	4.1
Cc1ccccc1-c1nnc(SCC(=O)Nc2cccnc2Cl)o1	i	38.6	-1.9	55	i	1.7
C=C1CCN([C@@H](Cc2ccccc2)C(=O)N2CCOCC2)S(=O)(=O)c2ccccc21	i	36.4	-3.8	98	i	2.3
N#CCCN(C(=O)COC(=O)CCc1c[nH]c2ccccc12)c1ccc(F)cc1	i	6.3	1.9	56	i	0.5
Cc1ccc(/C=N/NC(=O)c2ccc(-n3cnnn3)cc2)cc1	i	34.7	-2.1	69	i	0.8
O=C(Cn1cc([N+](=O)[O-])ccc1=O)NCC(=O)Nc1ccc(F)c(F)c1F	i	43.3	-0.7	41	i	0.6
Cc1ccc(NC(=O)/C=C/c2ccco2)cc1S(=O)(=O)N1CCCCCC1	i	54.5	9.9	52	i	1.9
COc1ccc(S(=O)(=O)NC2CC(=O)N(c3ccccc3)C2)cc1C (stereo not drawn)	i	24.2	-0.6	55	i	0.6
O=C(CCl)N1CCN(S(=O)(=O)c2ccc3c(c2)OCCCO3)CC1	i	37.2	4.9	61	i	0.8
CC(C)(C)N(Cc1ccccc1)C(=O)COC(=O)CNS(=O)(=O)c1ccc2ccccc2c1	i	41.4	-0.9	48	i	1.5
CC(C)(C)c1ccc(/C=C(\c2nc3ccccc3[nH]2)S(=O)(=O)c2ccccc2)cc1	i	60.6	38.6	59	i	0.3
COc1ccc(N2CCN(C(=O)c3cn(Cc4ccccc4)nc3-c3cccnc3)CC2)cc1	i	36.8	-1.0	77	i	0.8
Cc1ccc(C)c(OCCC(=O)OCC(=O)NCc2ccccc2)c1	i	24.8	-0.3	70	i	0.8
CC(C)c1ccc(-c2nn(-c3ccccc3)cc2C(=O)NCC2CCCO2)cc1 (stereo not drawn)	i	19.6	1.5	58	i	0.6
O=C(COC(=O)C1CC1)Nc1ncc(Cl)cc1Cl	i	36.0	3.9	55	i	1.1
CCOc1cc(-c2n[nH]c(=S)n2Cc2ccccc2)ccc1OC(F)F	i	16.8	-0.9	53	i	0.2
CCCCn1c(N)c(N(CC(C)C)C(=O)c2ccc(S(=O)(=O)N3CCC(C)CC3)cc2)c(=O)[nH]c1=O	i	43.8	1.1	66	i	0.6
O=C1c2ccc(Cl)cc2S(=O)(=O)c2cccc(C(=O)N3CCC(Cc4ccccc4)CC3)c21	i	15.4	52.4*	54*	i	0.6
Cn1c(N)c(C(=O)COC(=O)c2cc3ccccc3cc2O)c(=O)n(C)c1=O	i	43.6	4.2	38	i	1.1
O=C(NC1CC(=O)N(c2cccc(F)c2)C1)C(=O)c1c[nH]c2ccccc12 (stereo not drawn)	i	48.5	-1.4	57	i	0.8
O=C(COC(=O)CCC(=O)c1cccs1)Nc1ccccc1C(F)(F)F	i	14.8	-2.5	58	i	0.6
N#Cc1ccc(CN2CCN(C(=O)C3CC(=O)N(c4ccccc4F)C3)CC2)cc1 (stereo not drawn)	i	21.4	3.6	51	i	0.7
O=C(CNC(=O)c1ccccc1Cl)Nc1ccncc1	i	13.4	2.0	60	i	0.3
O=C(COC(=O)C1CC(O)CN1S(=O)(=O)c1ccccc1[N+](=O)[O-])c1ccc[nH]1 (stereo not drawn)	i	28.7	-1.0	54	i	1.8

Other results follow:
SMILES	T cell HTS	T cell HTS vesicle-bound %	NTR1 agonist	NTR1 agonist cell count 20 µM	Myeloid diff MLP	Myeloid diff MLP GFP+ MAC1+ %
CC(C)c1ccc(N(CCc2ccccn2)C(=O)C(C)(C)C)cc1	i	34.7	0.4	48	i	0.7
CC1CCN(C(=O)CN2C(=O)NC3(CCCCCC3)C2=O)CC1	i	7.6	-1.5	57	i	1.0
CC[C@@H]1C=C(C(=O)O)[C@H](c2cccc(C)c2)N1S(=O)(=O)c1ccc(C)cc1	i	26.7	2.0	56	i	4.4
CC/C(=N/N=C(/CC)c1ccc(O)cc1)c1ccc(O)cc1	i	30.0	4.1	49	i	0.5
CCOc1ccc(NS(=O)(=O)c2ccc(Cl)c(C(=O)N(C)Cc3cccnc3)c2)cc1	i	26.4	-0.1	92	i	0.3
COC(=O)c1c(C)[nH]c(C(=O)C(C)OC(=O)c2c(C)noc2C)c1C (stereo not drawn)	i	37.6	-2.5	51	i	0.8
Cc1cc(C)c(NC(=O)COC(=O)C2CCCCC2)c(C)c1	i	41.5	0.5	62	i	1.7
Cc1ccc(-c2csc(NC(=O)C3CSC4(C)CCC(=O)N34)n2)cc1 (stereo not drawn)	i	21.0	-0.7	52	i	0.7
NCCCCC(=O)O	i	26.0	-1.1	63	i	2.8
Cc1cccc(C(=O)NCCC(=O)NCc2ccccc2F)c1	i	11.6	-1.1	66	i	1.2
COC(=O)c1ccc2c(=O)[nH]c(COC(=O)c3[nH]c(C)c(C(C)=O)c3C)nc2c1	i	55.4	3.5	52	i	1.2
COC(=O)[C@]1(Cc2ccccc2)N[C@H](CN(C)C(=O)Nc2ccc(Cl)cc2)[C@@H]2C(=O)N(Cc3ccccc3)C(=O)[C@@H]21	i	9.5	7.6	47	i	1.9
Cc1cc(-n2c(C)cc(C(=O)CN3C(=O)C(=O)N(C)C3=O)c2C)no1	i	40.0	-1.0	66	i	0.3
CCCn1c(N)c(N(CCOC)C(=O)C(C)Oc2ccc(F)cc2)c(=O)[nH]c1=O (stereo not drawn)	i	23.7	-1.1	49	i	1.1
Nc1c(N(CCC2=CCCCC2)C(=O)Cc2ccc(F)cc2)c(=O)[nH]c(=O)n1Cc1ccccc1	i	16.3	-1.3	51	i	0.6
Cc1cc(Br)c(NC(=O)C(C)Sc2nnnn2C)c(Br)c1 (stereo not drawn)	i	27.9	-0.7	62	i	0.4
COc1cccc(NC(=O)CN(C)C(=O)c2ccc(-n3cncn3)c([N+](=O)[O-])c2)c1	i	40.0	2.4	47	i	0.7
C#CCOCCOCCOCCNc1nc(N2CCN(C(=O)[C@H]([C@@H](C)O)n3cc(CCCCN)nn3)CC2)nc(N2CCN(C(=O)[C@H](CCCCN)n3cc(CC(C)O)nn3)CC2)n1 (stereo partly drawn)	i	43.5	-4.6	92	i	1.8
C[C@@H](NC(=O)c1nc[nH]c1C(=O)N(C)Cc1ccccc1)c1ccccc1	i	35.2	0.0	64	i	1.7
Cc1csc(SCC(=O)NC(=O)c2ccccc2)n1	i	37.9	-1.0	65	i	0.7

Some of these compounds in order of formula weight, highest first:
SMILES	T cell HTS	T cell HTS vesicle-bound %	NTR1 agonist	NTR1 agonist cell count 20 µM	Myeloid diff MLP	Myeloid diff MLP GFP+ MAC1+ %
C#CCOCCOCCOCCNc1nc(N2CCN(C(=O)[C@H]([C@@H](C)O)n3cc(CCCCN)nn3)CC2)nc(N2CCN(C(=O)[C@H](CCCCN)n3cc(CC(C)O)nn3)CC2)n1 (stereo partly drawn)	i	43.5	-4.6	92	i	1.8
COC(=O)[C@]1(Cc2ccccc2)N[C@H](CN(C)C(=O)Nc2ccc(Cl)cc2)[C@@H]2C(=O)N(Cc3ccccc3)C(=O)[C@@H]21	i	9.5	7.6	47	i	1.9
Nc1c(N(CCC2=CCCCC2)C(=O)Cc2ccc(F)cc2)c(=O)[nH]c(=O)n1Cc1ccccc1	i	16.3	-1.3	51	i	0.6
Cc1cc(Br)c(NC(=O)C(C)Sc2nnnn2C)c(Br)c1 (stereo not drawn)	i	27.9	-0.7	62	i	0.4
CCCn1c(N)c(N(CCOC)C(=O)C(C)Oc2ccc(F)cc2)c(=O)[nH]c1=O (stereo not drawn)	i	23.7	-1.1	49	i	1.1
COC(=O)c1ccc2c(=O)[nH]c(COC(=O)c3[nH]c(C)c(C(C)=O)c3C)nc2c1	i	55.4	3.5	52	i	1.2
C[C@@H](NC(=O)c1nc[nH]c1C(=O)N(C)Cc1ccccc1)c1ccccc1	i	35.2	0.0	64	i	1.7

Compound activity deposited in PubChem by several laboratories.
